ADAM10 inh: human ADAM10 inhibitors, primary screen, biochemical, QFRET, HTS | inhibition, % at 7 µM | 370,000 compounds, 0.62% hits | recombinant ADAM10, EDANS/DABCYL FRET peptide cleavage, 3 h;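 active = inhibition above a per-campaign cutoff equal to the mean of compounds falling between control-based bounds plus 3 SD, cut at about 20% in these data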;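 also: 0% = DMSO wells while the 100% control is not disclosed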
Target sequence (O14672 214-748 limits assumed): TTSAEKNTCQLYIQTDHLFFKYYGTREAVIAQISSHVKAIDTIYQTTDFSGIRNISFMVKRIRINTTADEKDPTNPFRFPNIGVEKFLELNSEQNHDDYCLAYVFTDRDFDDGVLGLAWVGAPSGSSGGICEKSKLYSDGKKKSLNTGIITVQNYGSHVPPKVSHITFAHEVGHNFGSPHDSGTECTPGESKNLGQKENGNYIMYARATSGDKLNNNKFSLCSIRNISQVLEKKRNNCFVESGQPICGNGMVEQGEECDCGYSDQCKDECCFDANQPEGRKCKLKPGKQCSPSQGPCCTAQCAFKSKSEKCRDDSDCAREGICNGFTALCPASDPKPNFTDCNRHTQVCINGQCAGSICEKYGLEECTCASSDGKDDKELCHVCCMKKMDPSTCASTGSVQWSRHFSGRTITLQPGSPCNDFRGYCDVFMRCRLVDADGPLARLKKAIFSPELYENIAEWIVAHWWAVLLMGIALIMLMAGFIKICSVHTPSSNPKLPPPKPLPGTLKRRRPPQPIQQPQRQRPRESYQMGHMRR
PLC-beta3 inh: human PLC-beta3 inhibitors, primary screen, biochemical, fluorescence | 370,000 compounds, 0.18% hits | Purified PLC-beta3, fluorogenic substrate | AID 720704, 2013 | inhibition, % at 12.2 µM; in the data active = inhibition above about 11%;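 also: 0% = median of compound wells on plate and 100% = full blocker control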
Tn7 DDE FP: inhibitors of Tn7 peptide binding to fibrin DD(E), primary screen, biochemical, fluorescence polarization, human fibrin, Tn7 probe; AID 720508, 2013; inhibition, % at 8.3 µM; FP displacement of FITC-Tn7 peptide from fibrin DD(E); 0% = median of compound wells per plate; 370,000 compounds, 0.13% hits; Fibrinogen beta chain (Homo sapiens), P02675;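 active = inhibition above the mean of compounds falling within the control limits plus 3 SD of them, cut at about 14% in these data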;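 also: 0% = plate median of compound wells and 100% = 10 µM Aha-Tn7 peptide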
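Test system: human clot-derived fibrin DD(E) complex / Quantity: 2 µM final DD(E) protein / Incubation: 10 min plus 3 h, room temperature / Measured by: fluorescence polarization / Benchmarks: high control of 10 µM Aha-Tn7 peptide / Replicates: singlicate testing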
TDP2 inh: human TDP2 enzyme inhibitors, primary screen, biochemical, epi absorbance, recombinant enzyme. 370,000 compounds, 0.34% hits. inhibition, % at 12.8 µM. Tyrosyl-DNA phosphodiesterase 2 (Homo sapiens), O95551. T5PNP hydrolysis, p-nitrophenol absorbance 415 nm;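 active = inhibition above the mean of all tested compounds plus 3 SD, set per campaign, cut at about 25% in these data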;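 also: 0% = DMSO with enzyme and 100% = buffer with substrate but no TDP2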
Target sequence (O95551 whole entry, looked up): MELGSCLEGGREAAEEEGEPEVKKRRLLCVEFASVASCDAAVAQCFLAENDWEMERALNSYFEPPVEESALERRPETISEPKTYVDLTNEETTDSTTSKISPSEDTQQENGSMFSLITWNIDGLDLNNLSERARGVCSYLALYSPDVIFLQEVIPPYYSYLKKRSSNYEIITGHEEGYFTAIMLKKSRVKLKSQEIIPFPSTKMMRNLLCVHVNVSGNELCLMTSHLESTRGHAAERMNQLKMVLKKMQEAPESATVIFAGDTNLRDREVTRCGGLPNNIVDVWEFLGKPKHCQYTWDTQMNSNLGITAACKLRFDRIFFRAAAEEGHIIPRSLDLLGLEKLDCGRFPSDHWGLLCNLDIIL
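Test system: Human TDP2 enzyme | Reagent: 5 mM T5PNP | Compound dosing: 12.8 µM single point, 1% DMSO | Incubation: Enzyme reaction with compound for 2 h at 37 °C | Technique: p-Nitrophenol epi absorbance | Read-out: % inhibition relative to enzyme-containing and enzyme-free wells | Benchmarks: High control without enzyme, low control DMSO plus TDP2 | Replicates: Singlicate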
Tn6 DDE FP: inhibitors of Tn6 peptide binding to fibrin DD(E), primary screen, biochemical, fluorescence polarization, human fibrin, Tn6 probe; Fibrinogen beta chain (Homo sapiens), P02675; Fibrin DD(E) TRITC-Tn6 fluorescence polarization displacement; inhibition, % at 8.3 µM; 370,000 compounds, 0.21% hits;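 active = inhibition above a per-campaign cutoff: mean of compounds within control limits plus 3 SD, cut at about 15% in these data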;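 also: 0% = median of all compound wells on the plate and 100% = blocking peptide control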
SIAE inh: human SIAE inhibitors, primary screen, biochemical, fluorescence polarization, FP-Rh probe, 1536-well HTS; 370,000 compounds, 0.69% hits; Sialate O-acetylesterase (Homo sapiens), Q9HAT2; inhibition, % at 9.66 µM; AID 1053197, 2014; SIAE FP-Rh probe binding;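 active = inhibition above a cutoff: mean of compounds within the control limits plus 3 SD of those, cut at about 17% in these data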;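 also: 0% = plate median of compound wells and 100% = probe without SIAE protein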
PLCg1 inh: PLC-gamma1 enzyme inhibitors, primary screen, biochemical, fluorescence, purified enzyme | fluorogenic substrate | inhibition, % at 12.2 µM | AID 720700, 2013 | 370,000 compounds, 0.84% hits | 1-phosphatidylinositol 4,5-bisphosphate phosphodiesterase gamma-1 (Homo sapiens), P19174; in the data active = inhibition above about 9.5%
ADAM17 inh: ADAM17 inhibitors, primary screen, biochemical, QFRET. inhibition, % at 6.95 µM. AID 720648, 2013. 370,000 compounds, 0.83% hits. recombinant ADAM17, EDANS/DABCYL FRET peptide cleavage. Disintegrin and metalloproteinase domain-containing protein 17 (Homo sapiens), P78536;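 active = inhibition above the mean of compounds lying between control limits plus 3 SD, set per campaign, cut at about 8.5% in these data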;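 also: 0% = DMSO-only wells as the low control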
ASAP1 GAP inh: inhibitors of human ASAP1 ArfGAP activity, primary screen, biochemical, fluorescence polarization | 360,000 compounds, 0.19% hits | Arf-GAP with SH3 domain, ANK repeat and PH domain-containing protein 1 (Homo sapiens), … | inhibition, % at 16.5 µM | ASAP1-stimulated ARF1 GTP hydrolysis, GDP FP detection; in the data active = inhibition above about 25%;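 also: 0% = vehicle with enzyme and substrate and 100% = no enzyme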
ARFGAP1 inhibitor: inhibitors of rat ARFGAP1 GAP activity, primary screen, biochemical, fluorescence polarization, GDP tracer; ADP-ribosylation factor GTPase-activating protein 1 (Rattus norvegicus), Q62848; Arfgap1-stimulated ARF1 GTP hydrolysis, GDP FP detection; inhibition, % at 16.5 µM; 360,000 compounds, 0.26% hits; AID 651572, 2012;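 active = inhibition above a per-plate limit, mean inhibition of low control wells plus 3 SD, cut at about 25% in these data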;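 also: 0% = DMSO wells with enzyme and 100% = wells lacking Arfgap1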
Target sequence (Q62848 1-136 limits assumed): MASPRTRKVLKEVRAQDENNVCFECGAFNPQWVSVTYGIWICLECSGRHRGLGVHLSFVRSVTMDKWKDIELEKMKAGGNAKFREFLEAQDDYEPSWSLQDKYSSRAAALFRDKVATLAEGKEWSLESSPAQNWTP
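Repeats: one replicate per compound; assay system: rat Arfgap1 catalytic domain, aa 1-136; times: enzyme reaction 120 min at 25 °C after 20 min preincubation; detection: FP of antibody-bound GDP Alexa 633 tracer, ex 620/em 688 nm; benchmarks: high control wells lacking Arfgap1, low control full reaction with DMSO; reagent: human ARF1(Δ1-17)-GTP substrate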
* hit, by the source's call; . = no result given.

SMILES,PLCg1 inh,TDP2 inh,ARFGAP1 inhibitor,Tn7 DDE FP,ADAM17 inh,PLC-beta3 inh,Tn6 DDE FP,ASAP1 GAP inh,ADAM10 inh,SIAE inh
CN(Cc1cn(-c2ccccc2)nc1-c1ccc2c(c1)OCO2)Cc1nccn1C,-0.7,11.4,-16.9,0.1,1.2,-0.1,-6.2,-1.8,-1.4,-4.2
Cc1ccc(OCC(=O)N/N=C\c2ccc(-c3cccc(C(=O)O)c3)o2)c(C)c1,-46.4,-13.3,-10.6,3.7,-33.3,-56.8,6.4,3.4,-125.2,-0.2
O=C(NCc1ccco1)c1ccc(Cl)s1,-0.8,8.4,-6.4,-5.1,0.6,0.8,7.2,0.2,0.4,2.2
COCCn1c(C)cc(C(=O)CSc2nnc3ccccn23)c1C,-13.9,13.5,-1.5,1.8,-8.8,-15.8,-4.6,-0.5,-16.4,2.6
COC(=O)C1=NNC2(c3ccc(C)cc3)C(=O)N(c3ccc(C)cc3)C(=O)C12 (stereo not drawn),1.5,5.9,7.1,-4.8,-0.9,-5.1,-3.2,5.6,-0.8,1.7
Cc1cc(C)n2nc(S(=O)(=O)N(C)c3ccccc3)nc2n1,-0.6,3.7,-3.0,0.8,0.7,1.3,3.6,-1.0,-11.0,-4.4
CC(=O)N1CCc2[nH]c3ccc(C)cc3c2C1,-127.1,7.2,-11.3,6.1,-19.2,-140.3,6.7,0.4,-30.0,3.7
Cc1cc(C(=O)Cn2nc(C(=O)O)c3ccccc3c2=O)c(C)n1-c1ccc(F)cc1,-0.1,13.8,12.8,1.8,3.9,-1.8,-2.9,15.0,1.8,-4.7
O=C(Nc1ccccc1C(=O)N1CCCCC1)c1ccccc1C(F)(F)F,0.5,1.8,5.6,-2.6,-1.1,-5.3,2.2,-3.5,-5.1,-9.1
Cc1ccccc1-n1nnnc1SCC(=O)Nc1ccc(N2CCN(C)CC2)cc1,-0.4,-0.3,-0.1,3.9,-4.5,-1.3,-7.6,-7.5,-6.6,5.1

Following part
SMILES,PLCg1 inh,TDP2 inh,ARFGAP1 inhibitor,Tn7 DDE FP,ADAM17 inh,PLC-beta3 inh,Tn6 DDE FP,ASAP1 GAP inh,ADAM10 inh,SIAE inh
CCCOc1ccc(-c2c(C(=O)N/N=C(\C)c3ccncc3)nnn2-c2nonc2N)cc1,-3.3,4.5,2.4,5.0,-3.7,-13.8,-6.0,2.9,3.9,-3.2
CCCc1cc(-c2nc(-c3ccc(Br)cc3)cs2)ccn1,-0.6,-5.2,-0.1,-0.9,2.7,-2.9,0.5,3.8,3.1,0.0
COCOCCn1cc(CN2CCS(=O)(=O)N(Cc3ccc(-c4ccc(Cl)cc4)cc3)C(C)C2=O)nn1 (stereo not drawn),1.6,3.5,1.2,4.2,-2.5,1.6,-5.4,12.8,-3.3,-2.6
Cc1ccc(C)c(NC(=O)COC(=O)Cc2ccsc2)c1,-3.0,2.8,0.1,-0.8,-3.7,-2.7,1.2,-10.3,-7.6,0.6
NC(=O)C1CCN(C(=O)c2ccco2)CC1,0.9,-2.9,5.7,6.0,-4.9,5.1,2.3,6.4,2.0,10.4
O=C(CSc1nnnn1-c1ccc2c(c1)OCO2)NCc1ccccc1,-0.6,4.0,9.9,-3.7,-3.5,-0.1,-1.3,0.4,-4.3,3.1
CNC(=O)CN(C1CCCCC1)S(=O)(=O)c1ccc(OC)c(Cl)c1,0.8,6.8,-3.0,-0.6,-3.0,1.1,-4.4,14.4,2.4,-3.5
COc1ccc(CN2CCN(Cc3ccc4ccccc4c3)CC2)cc1OC,2.2,8.8,1.6,-0.3,-0.3,-6.3,5.4,-3.9,4.7,4.7
Cc1cc(Cl)ccc1OCC(=O)Nc1cccnc1,0.3,11.7,-1.3,-0.6,-0.9,-1.3,-0.5,-0.4,4.0,-3.2
COn1c(SCc2ccc(Cl)cc2)nc2ccccc2c1=O,-1.2,-5.3,15.2,2.8,1.4,-3.7,11.5,-12.4,-1.8,3.9

Carrying on.
SMILES,PLCg1 inh,TDP2 inh,ARFGAP1 inhibitor,Tn7 DDE FP,ADAM17 inh,PLC-beta3 inh,Tn6 DDE FP,ASAP1 GAP inh,ADAM10 inh,SIAE inh
O=C(COC(=O)c1ccccc1)c1ccc(S(=O)(=O)N2CCCCC2)cc1,3.4,3.8,-4.9,0.7,-0.3,-2.9,3.9,0.9,-2.1,-2.0
Cc1ccc(C(=O)OCCN(C)Cc2ccccc2)cc1,1.4,-6.7,16.7,3.6,-7.7,-5.1,-10.3,6.8,-6.6,-2.5
O=C(c1ccc(Br)o1)N1CCN(c2ccc3nnc(-c4ccccc4)n3n2)CC1,-7.4,-0.8,1.5,-2.3,0.2,-6.9,7.4,-7.6,-12.8,12.5
C/C(=N\NC(=O)c1ccc(N(C)C)cc1)c1ccc(C)cc1C,-18.0,-12.6,3.8,-5.6,4.2,-18.2,-2.4,-7.5,5.9,0.3
Cc1cc(C)c(Nc2ncnc(N)n2)c(C)c1,1.7,15.3,1.7,-4.6,-0.6,-5.2,3.6,15.8,-6.9,2.4
CCOc1ccc(N(CC(=O)Nc2ccccc2OC)S(C)(=O)=O)cc1,1.7,-9.8,-12.4,-8.1,0.2,-1.0,-5.5,-8.3,4.6,0.2
CCCNC(=O)Nc1ccc(C)cc1C,-2.6,-2.0,12.3,-3.7,-8.6,-3.0,-4.7,0.1,0.9,-10.7
CCOC(=O)c1ccc(-n2ccnc2)c(NC(=O)c2cccc(Br)c2)c1,-1.0,1.8,-3.4,4.0,-0.1,-1.9,1.2,-5.5,0.3,9.1
O=C(O)c1cccc(N2C(=O)c3cccc(Oc4ccc(Cl)cc4)c3C2=O)c1,-1.8,-8.6,-4.5,1.0,-4.9,-1.5,-1.6,1.8,-14.1,2.6
CC(Oc1ccc(F)cc1)C(=O)NN (stereo not drawn),3.8,9.2,1.8,-11.7,2.3,1.9,7.8,9.1,-3.0,-0.1

Later entries
SMILES,PLCg1 inh,TDP2 inh,ARFGAP1 inhibitor,Tn7 DDE FP,ADAM17 inh,PLC-beta3 inh,Tn6 DDE FP,ASAP1 GAP inh,ADAM10 inh,SIAE inh
CCc1ccc(C2C(C(=O)O)c3ccccc3C(=O)N2C)cc1 (stereo not drawn),-0.3,5.5,-7.7,2.9,-5.5,-2.1,2.8,-1.8,0.0,-0.4
CC1CCCC(NS(=O)(=O)c2cccc3nsnc23)C1C (stereo not drawn),0.4,1.6,-18.6,5.0,-2.3,4.3,0.5,2.4,-3.8,4.2
CN(C)c1ccc(C2OC(=O)C3(CCCC3)C(=O)C2(C)C)cc1 (stereo not drawn),3.9,-7.7,-5.4,2.7,-0.1,4.5,5.1,3.8,2.7,7.9
Cc1ccc(-c2nc(CS(=O)CC(=O)NC3CC3)c(C)o2)cc1 (stereo not drawn),4.8,-11.8,-0.9,-6.4,-3.8,-3.8,0.1,-9.2,2.7,-3.5
C=C(C)Cn1c(CN(C)Cc2ccccc2)nc2c1c(=O)n(C)c(=O)n2C,-7.1,6.3,2.5,5.0,-5.1,-8.6,5.7,13.0,0.1,-7.7
N#CCCN(C(=O)COC(=O)COc1ccc(Cl)cc1)c1ccccc1,-2.8,-2.7,13.0,1.6,-4.8,-3.3,2.3,-2.5,10.7,-6.1
O=S(=O)(c1ccccc1)N1CCN(CC2CC3C=CC2C3)CC1 (stereo not drawn),3.3,-6.0,0.5,-5.3,1.8,2.2,-6.3,4.1,3.8,-3.1
Cc1cccc(-c2cc(C(=O)Nc3sc(C)c(C)c3C(N)=O)c3ccccc3n2)c1,-6.7,1.1,-1.4,3.0,1.9,-11.4,4.3,-5.4,-0.3,-5.5
CC(=O)c1ccc(C(=O)NC2CCCN(Cc3ccc(Cl)cc3)C2)s1 (stereo not drawn),3.8,0.2,0.6,-0.6,-4.2,-5.1,0.9,-5.8,-2.3,-6.7
Clc1ccc(Cn2ncc3c(NCc4ccccc4)ncnc32)c(Cl)c1,-1.2,2.5,-6.3,6.4,3.0,4.4,10.3,-10.8,0.0,-1.5

More compounds.
SMILES,PLCg1 inh,TDP2 inh,ARFGAP1 inhibitor,Tn7 DDE FP,ADAM17 inh,PLC-beta3 inh,Tn6 DDE FP,ASAP1 GAP inh,ADAM10 inh,SIAE inh
CCOc1ccc(NC(=O)CC2C(=O)N(c3ccccc3)C(=O)N2CCc2cccs2)cc1 (stereo not drawn),2.5,-4.6,-6.8,2.3,4.6,1.8,-1.2,-11.0,8.1,3.0
O=C1Nc2ccccc2C12NCCc1c2[nH]c2ccccc12 (stereo not drawn),0.8,6.6,-6.8,-8.5,-3.1,0.0,0.6,-4.0,-7.3,-1.0
Cc1nn(C)c(C(=O)NNC(=S)Nc2ccc(Cl)cc2)c1[N+](=O)[O-],-6.4,5.7,-2.4,-0.3,-1.2,-4.0,0.9,-6.9,8.1,5.3
CCOC(=O)c1c(-c2ccccc2)c(C(C)=O)c(=O)n(C)c1C,1.2,2.5,4.1,-9.1,-1.1,2.0,-3.4,-5.9,-8.5,9.6
CCC(=O)c1ccc(OCC(=O)N2CCc3cc(OC)c(OC)cc3C2)cc1,-8.4,-1.7,5.3,0.6,-6.8,-7.1,-6.0,-3.1,-10.9,4.8
CCN(CC)C(=O)CC[C@H]1CC[C@]2(CCCN(C(=O)c3ccno3)C2)O1,-0.4,4.8,.,3.6,0.7,1.3,5.0,.,-0.8,1.3
Cc1oc(-c2ccc3c(c2)OCCO3)cc1C(=O)NCC(=O)O,-7.5,-0.7,-5.9,-0.3,-1.3,-4.7,5.4,11.7,4.3,1.1
CCOC(=O)/C=c1/s/c(=C/c2ccccc2OC)c(=O)n1CC(=O)N1CCOCC1,-53.0,-0.2,24.1,-0.6,-0.4,-74.1,-3.5,9.6,-12.4,2.8
CCOC(=O)CNC(=O)CSc1nnc(C)c(=O)[nH]1,2.8,-0.8,1.8,-2.4,0.8,0.9,0.8,-4.4,-6.7,1.9

Screening data: PubChem BioAssay, The Scripps Research Institute Molecular Screening Center

The order is random. Share with any hit: about 3.6%.
